# NPYLR7 ag = mosquito NPYLR7 agonism. HEK293T NPYLR7/Galpha15, GCaMP6s calcium fluorescence. activation, % at 10 µM. actives 0.15% (n = 270,000); in the data active = activation above about 40%;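 note: 0% = vehicle and 100% = reference agonist at the receptor; some compounds past the cut are filed as inactive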
# mcGAS lum = blocks mouse cGAS activity; Q8C6L5; inhibition, % at 12.5 µM; recombinant cGAS, Kinase-Glo ATP depletion luminescence; actives 0.15% (n = 160,000); AID 1259399;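 note: 0% = negative control wells and 100% = reference inhibitor with no enzyme activity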
# hcGAS lum = blocks human cGAS activity; inhibition, % at 12.5 µM; Q8N884; recombinant h-cGAS, ATP depletion, Kinase-Glo luminescence; actives 0.081% (n = 290,000);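 note: 0% = vehicle reaction and 100% = reaction without DNA for no activity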
# Target sequence (Q8N884 whole entry, looked up): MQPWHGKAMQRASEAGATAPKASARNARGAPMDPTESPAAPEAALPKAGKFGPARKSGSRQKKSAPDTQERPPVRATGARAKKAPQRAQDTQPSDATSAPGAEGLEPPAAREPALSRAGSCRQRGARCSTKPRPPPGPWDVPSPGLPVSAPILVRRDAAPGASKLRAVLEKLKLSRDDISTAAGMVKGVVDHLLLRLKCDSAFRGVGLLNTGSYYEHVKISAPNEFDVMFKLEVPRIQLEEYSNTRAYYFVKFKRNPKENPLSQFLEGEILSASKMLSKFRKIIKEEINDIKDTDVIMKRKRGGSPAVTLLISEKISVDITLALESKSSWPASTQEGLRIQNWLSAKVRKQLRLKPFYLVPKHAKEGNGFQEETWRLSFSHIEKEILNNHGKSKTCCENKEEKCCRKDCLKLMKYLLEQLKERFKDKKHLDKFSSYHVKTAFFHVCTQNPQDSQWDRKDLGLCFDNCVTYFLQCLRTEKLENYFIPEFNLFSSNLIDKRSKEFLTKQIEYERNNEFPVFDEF
# Numbers without * were called inactive; . = no result given; & = joins results of further samples. Cut-off read from the data, not from the text of the source, unless noted: active = inhibition above about 40%; inactive = the rest. Outcome played no part in choosing rows, and some 0.29% of all compounds hit somewhere here.
# The opening 14 records (preview)
SMILES,NPYLR7 ag,mcGAS lum,hcGAS lum
COc1ccccc1NC(=O)Cn1ncn2nc(-c3ccc(C)cc3)cc2c1=O,-8,-10,-9
CCn1nnc2c(Nc3cccc(C)c3C)ncnc21,6,-8,-7
Cn1c(-c2ccccc2)nn(CN2CCCCC2)c1=S,4,-1,-5
CCOc1ccccc1N=Cc1c(C)c(C#N)c2[nH]c3ccccc3n2c1=O,9&-1,.,4&7
O=C1c2c(Cl)c(Cl)c(Cl)c(Cl)c2C(=O)N1Cc1ccncc1,0,.,-3
CCc1cnc(CN(C)C(=O)NC2CCCc3c2cnn3C)s1 (stereo not given),4,-6,-8
CS(=O)(=O)c1cccc(NC(=O)c2ccccc2Br)c1,9,.,-7
CC(C)n1c(COc2ccc(C(C)(C)C)cc2)n[nH]c1=S,8,-5,-6
CN(C)CC1(O)CCCN(S(=O)(=O)N(C)Cc2ccccc2)CC1 (stereo not given),6,.,-5
O=C1COc2ccccc2N1CCc1n[nH]c(CCc2ccccc2)n1,25,-12,-5
COc1ccc(-c2nnc(SCC(=O)N3CCOCC3)n2C2CCCCC2)cc1,1,-4,-3
CCc1c(C)nc(-c2cccc(C(F)(F)F)c2)nc1N1CCN(C(=O)C(C)Cl)CC1 (stereo not given),-5,-5,-7
Cc1cc(C)n(-c2cccc(-c3cnc(C)[nH]3)c2)n1,6,-12,-3
c1ccc(C2(c3ccccc3)CC2CN2CC(c3ccncc3)C2)cc1 (stereo not given),14,.,-7

# Main list, from the first entry:
SMILES,NPYLR7 ag,mcGAS lum,hcGAS lum
COc1ccccc1NC(=O)Cn1ncn2nc(-c3ccc(C)cc3)cc2c1=O,-8,-10,-9
CCn1nnc2c(Nc3cccc(C)c3C)ncnc21,6,-8,-7
Cn1c(-c2ccccc2)nn(CN2CCCCC2)c1=S,4,-1,-5
CCOc1ccccc1N=Cc1c(C)c(C#N)c2[nH]c3ccccc3n2c1=O,9&-1,.,4&7
O=C1c2c(Cl)c(Cl)c(Cl)c(Cl)c2C(=O)N1Cc1ccncc1,0,.,-3
CCc1cnc(CN(C)C(=O)NC2CCCc3c2cnn3C)s1 (stereo not given),4,-6,-8
CS(=O)(=O)c1cccc(NC(=O)c2ccccc2Br)c1,9,.,-7
CC(C)n1c(COc2ccc(C(C)(C)C)cc2)n[nH]c1=S,8,-5,-6
CN(C)CC1(O)CCCN(S(=O)(=O)N(C)Cc2ccccc2)CC1 (stereo not given),6,.,-5
O=C1COc2ccccc2N1CCc1n[nH]c(CCc2ccccc2)n1,25,-12,-5
COc1ccc(-c2nnc(SCC(=O)N3CCOCC3)n2C2CCCCC2)cc1,1,-4,-3
CCc1c(C)nc(-c2cccc(C(F)(F)F)c2)nc1N1CCN(C(=O)C(C)Cl)CC1 (stereo not given),-5,-5,-7
Cc1cc(C)n(-c2cccc(-c3cnc(C)[nH]3)c2)n1,6,-12,-3
c1ccc(C2(c3ccccc3)CC2CN2CC(c3ccncc3)C2)cc1 (stereo not given),14,.,-7
O=C(CC(O)(c1nc2ccccc2s1)C(F)(F)F)c1cccc(Br)c1 (stereo not given),-1,-5,-1
O=C1CSC(c2cccnc2)N1c1cccc(Cl)c1 (stereo not given),-9,-1,2
Cc1ccsc1C(CNC(=O)c1cnc2ccccn2c1=O)N(C)C (stereo not given),5,.,-7
CCc1nccn1Cc1nc(-c2ccc(C)s2)oc1C,4,.,-8
CN(C(=O)CN1CCN(c2cc(-c3cccc4oc5ccccc5c34)ncn2)CC1)c1ccccc1,12,.,-4
Cc1ccc(NC(=O)Cn2nnc(C(=O)Nc3ccccc3C)c2N)cc1,-6,-7,-8
COc1cccc(N2C(=O)CC(N3CCC(C(N)=O)CC3)C2=O)c1 (stereo not given),1,-5,-2
Cc1ccccc1CN1CCC(CN(CC2CCCO2)C(=O)c2ccc(=O)n(C)n2)CC1 (stereo not given),-1,.,3
COc1ccc(C(=O)NCCc2csc3nc(-c4ccc(F)cc4)nn23)cc1OC,1,-8,-3
Fc1ccc(-c2ccc(N3C[C@H]4CC=CC[C@H]4C3)nn2)cc1,6,.,-3
COc1ccc(OC)c(C2C3CCCC=C3C(C#N)C(=N)C2(C#N)C#N)c1 (stereo not given),12,.,-1
COC(=O)c1ccc(OC)c(Cn2cnc3c(-c4ccc(OC)cc4)csc3c2=O)c1,-1,-6,-2
CN1CC2(CCN(C(=O)c3csc(Cc4ccccc4)n3)C2)OC1=O (stereo not given),0,.,-3
NC[C@@H]1CC[C@@H](N)[C@@H](O[C@H]2[C@H](O)[C@@H](O[C@H]3O[C@H](CO)[C@@H](O)[C@H](N)[C@H]3O)[C@H](N)C[C@@H]2N)O1,-10&-3,.,-3&-4
Cc1cc(C)n(CCNC(=O)CC2C(=O)NCCN2C(C)C)c(=O)n1 (stereo not given),17,.,0
O=C(NC(c1ccccc1)C1CC1)c1cc(F)cc(F)c1 (stereo not given),0,.,-7
Cc1nc(CN(CC(=O)N2CCCC2)CC2CCCO2)no1 (stereo not given),13,.,-10
S=c1[nH]c(=S)c2cnc(N3CCCC3)nc2[nH]1,5,.,-1
Cc1ncsc1C(=O)NCc1ccc(Br)s1,12,.,0
COCC(C)N(Cc1ccccc1OC)C(=O)c1ccc2ncccc2c1 (stereo not given),-11,-3,-1
CSc1nc2c(c(=O)[nH]1)C1(CCCC1)Cc1ccccc1-2,-8,-7,-2
COCc1nnc(C(=O)N2CCN(c3cccc(C)n3)CC2)o1,2,-10,-11
CC1(C(=O)NCc2cccc3ccccc23)CCN1Cc1cccc2c1OCO2 (stereo not given),10,.,-9
O=C(CSCc1ccc(Cl)c(Cl)c1)N1CCN(c2ncccn2)CC1,-2,-16,-6
Cc1cnn(-c2cc(-c3ccccc3CO)ncn2)c1,-2,.,-2
CCOC(=O)CC1CCCCN1C(=O)c1cn(CCCc2ccccc2)nn1 (stereo not given),12,.,-5
CCC(C)CN(CC(=O)N(Cc1ccccc1)Cc1cccs1)S(=O)(=O)c1c(C)cc(C)cc1C (stereo not given),.,-4,-4
OC(CSCc1ccc(Cl)cc1)c1ccc2c(c1)CCCC2 (stereo not given),2&-3,.,3&-2
CCOCCn1c(=O)c2c(nc3n(-c4ccc(CC)cc4)c(C)c(C)n23)n(C)c1=O,-1,.,-5
CC1(C)S[C@@H]2[C@H](N=CN3CCCCCC3)C(=O)N2[C@H]1C(=O)O,-9,.,-4
COc1ccc(-c2cc(C(=O)NCCN(C)C)c(C)n2-c2cccc(OC)c2)cc1,22,-6,0
Cc1ccc(-n2nnnc2SC(C)C(=O)N2CCCC2)c(C)c1 (stereo not given),3,-5,-3
COc1ccc(CCn2c(-c3ccc(Cl)c(F)c3)nc3ccc(Br)cc3c2=O)cc1,5,2,-3
CCn1c(N2C[C@H]3CC=C(C)C[C@H]3C2)nc2cc(C(=O)OC)cnc21,4,-9,-4
O=C(Nc1ccc(F)cc1F)c1cccn(OCc2ccc(F)cc2)c1=O,5,-6,-1
N=C(N)N1CCN(Cc2ccc(Br)s2)CC1,9,.,-4
CC1(C(=O)NS(=O)(=O)c2ccc(Cl)s2)CCN1C(=O)Cc1cccc2ccccc12 (stereo not given),6,.,-6
CCOC(=O)c1ccc(Nc2nc(-c3cc4ccc(OCC)cc4oc3=O)cs2)cc1,3,-9,-5
COc1cccc(C(=O)N2CCN(c3nncc(-c4ccccc4)n3)CC2)c1,0,.,-4
Cc1cc(=O)n2c(-c3cccc(NC(=O)Nc4ccc(F)cc4)c3)csc2n1,22,.,-4
COc1ccc(-c2nnc3n2N=C2CCCCC2S3)cc1OC (stereo not given),0,-5,-9
CC(=O)OC(C(=O)N(Cc1nc2cc(C)ccc2o1)Cc1ccccc1Cl)c1ccccc1 (stereo not given),-5,-7,-6
COc1ccc(OC)c(C2c3[nH]c4ccccc4c3CCN2Cc2cc3c(cc2Cl)OCO3)c1 (stereo not given),-6,.,-6
O=C(NC(=S)Nn1cnnc1)c1ccc(F)cc1Cl,2,.,-3
CC(C)CN1CCC1(C)C(=O)Nc1ccccc1 (stereo not given),4,-7,-17
CCCCS(=O)(=O)Nc1ccc2c(c1)ncn2C1CCCCC1,1,.,0
# The list continues:
SMILES,NPYLR7 ag,mcGAS lum,hcGAS lum
COc1ccc(S(=O)(=O)Oc2ccc(CN(Cc3ccco3)C(=O)c3ccco3)cc2)cc1,18,-4,-1
COc1ccc(O)c(CN2CCC3(CCCN(CCc4ccccc4)C3)C2)c1 (stereo not given),-1,.,-10
CN(C)c1nc(-c2ccncc2)nc2c1CCN(S(=O)(=O)N(C)C)C2,-8,0,3
CN1C(=O)CCN(Cc2cc3c(cc2Br)OCCO3)c2ccccc21,-1,-17,-8
Cc1ccc(Cn2nc(Cl)nc2Cl)cc1,5,.,2
Cc1ccc(S(=O)(=O)NC(=O)C2(C)CCN2C(=O)C2CCCCC2)nc1 (stereo not given),6,.,-4
C=CCNCC1CC(c2ccccc2Cl)=NO1 (stereo not given),-3,0,0
CS(=O)(=O)c1cccc(C(=O)Nc2nccs2)c1,5,.,-4
CC(C(=O)O)N1C(=O)/C(=C\c2ccc(O)cc2)SC1=S (stereo not given),62*,2,0
CCOC(=O)N1CCN(C(=O)CSc2nc3c(c(=O)n2-c2ccc(C)cc2)SCC3)CC1,-5,.,-11
Cc1cc(Br)cc(Cl)c1OCC(=O)NC1(C#N)CCCCC1,14,.,-8
CC(=O)c1c(C)oc2ccc(N(C(=O)C3CCCCC3)S(=O)(=O)c3ccccc3)cc12,-4,-5,-1
CCc1nc2ccc(C(=O)N3CCCC(C(N)=O)C3)cn2c1N(C)C(=O)Cc1ccccc1 (stereo not given),15,-4,-4
CC(C)c1ccc(NC(=O)Cc2csc(NC(=O)c3ccc[nH]c3=O)n2)cc1,1,-7,-3
CCOC(=O)C1(C/C=C/c2ccccc2)CCCN(Cc2cnc(SC)nc2)C1 (stereo not given),-1,.,-7

# Whole records as entered above. Values in the order: NPYLR7 ag | mcGAS lum | hcGAS lum
# CN(C)c1nc(-c2ccncc2)nc2c1CCN(S(=O)(=O)N(C)C)C2 is listed as -8 | 0 | 3
# Cc1ccc(S(=O)(=O)NC(=O)C2(C)CCN2C(=O)C2CCCCC2)nc1 (stereo not given) is listed as 6 | . | -4

# Next section
SMILES,NPYLR7 ag,mcGAS lum,hcGAS lum
Cc1ccc(C(C)NC(=O)N2CCCC(c3nncn3C)C2)o1 (stereo not given),2,.,-12
S=c1[nH]nc(Cc2cccc3ccccc23)n1N=Cc1cccnc1,2,-4,-6
Cc1noc(C)c1C(=O)N[C@H]1CN[C@H](C(=O)NCc2ccc3nonc3c2)C1,15,.,-10
C=CCC1CC(=O)N(CCNc2ccc([N+](=O)[O-])cn2)C1=O (stereo not given),3,-1,-1
O=C(CN1CSCC1=O)Nc1nc2c(Cl)c(Cl)ccc2s1,11,.,-17
CC1(C(=O)NC2Cc3ccccc3C2)CCN1C(=O)CC1CC1 (stereo not given),5,.,1
CC(NC(=O)N1CCN(c2ccccc2F)CC1)c1ccc(F)c(F)c1 (stereo not given),19,-7,-10
Cc1cc(C(=O)N2CCCC2(C)C(=O)O)nn1C(C)(C)C (stereo not given),2,.,-6
CCCCN(Cc1cccn1Cc1cccc(C)c1)C(=O)CN(CCC)C(=O)c1ccc(Cl)c(Cl)c1,3,-6,-4
O=C(NCc1ccccn1)c1cccc(OC2CCN(C(=O)C3CC34CCC4)CC2)c1 (stereo not given),1,.,-4
CCOC(=O)C1CCN(CC(=O)N2N=C(c3ccccc3Cl)CC2c2ccc(OCC)cc2)CC1 (stereo not given),2,-4,-1
COC(c1ccccc1)c1nnc(CCC(=O)N2CCC(Oc3cccc(C)c3)CC2)o1 (stereo not given),11,-6,1
CN(Cc1n[nH]c(=O)[nH]1)Cc1cn(C)nc1-c1ccc(C2CCCCC2)cc1,4,.,-11
CCCCN(C(=O)C1CCCC1)c1c(N)n(CC(C)C)c(=O)[nH]c1=O,3,.,-4
CC(C)CCC(=O)N1CC(C(=O)N(C)C)C2(CCOCC2)C1 (stereo not given),.,-6,-17
O=C(c1cc(Cn2cnc3ccccc32)[nH]n1)N(Cc1ccc(O)cc1)C1CC1,16,.,-7
O=C(CCNC(=O)OCC(F)(F)F)OC1c2ccccc2-c2ccccc21,0,-11,-4
CCSc1nc(N2CCOCC2)c2cnn(CCNC(=O)c3ccc(F)c(F)c3)c2n1,0,-8,3
CCOCCCn1c(=S)[nH]c2c(C)cccc2c1=O,4,.,-3
C=CCNc1nc2cc(-c3cccc(NC(C)=O)c3)sc2c(=O)n1C,11,.,-3
COCCCNC(=O)C(NC(=O)c1cccc(C)c1)C1CCN(C(=O)c2ccco2)CC1 (stereo not given),-4,-2,-3
Cc1ccc(-c2nnc(-c3ccccc3N)[nH]c2=O)cc1C,11,.,-1
CCn1c(N/N=C2\CCOc3c(C)cccc32)nc2ccccc2c1=O,2,.,-3
CC(=O)Nc1ccc(S(=O)(=O)NC(C(=O)Nc2nnc(-c3cccc(C)c3)s2)C(C)C)cc1 (stereo not given),-1,-5,-5
Cc1nn(C)c(C)c1CCC(=O)Nc1ccc(Cl)cc1F,-2,1,2
Cc1ccc(-c2nnc3sc(-c4cc(C)on4)nn3c2=O)cc1,-3,.,-4
Cc1ccc(-c2nc(C=Nc3ccc(C(=O)N(C)c4ccccc4)cc3)c(O)o2)cc1,-4,.,1
Cc1noc(-c2ccncc2)c1C(=O)NCCc1ccncc1,10,-8,-7
CCCC(C)N(C)C(=O)NC(Cc1ccc(F)cc1)c1ccc(OC)cc1 (stereo not given),-7,-2,0
COc1ccc(-c2csc(-n3[nH]c(C)c(N=Nc4cccc(Cl)c4)c3=O)n2)cc1,12,-6,-7
COc1cccc(OC)c1-c1ccc(-n2cncc2C(=O)NC(C)CCC(C)C)cc1 (stereo not given),5,-4,0
NS(=O)(=O)c1ccc(NCCCCOc2ccccc2)c([N+](=O)[O-])c1,7,-5,-1
CCOC(=O)c1c(C)[nH]c(C(=O)OCC(=O)NC(=O)NC(C)(C)C)c1C,-12,.,-4
CS(=O)(=O)NC1CCN(Cc2ccc(-c3ccccc3Cl)o2)CC1,.,-16,-3

# Compound activity from PubChem.
